BLM helicase inh = Bloom syndrome helicase (human) inhibition. AID 2528. Potency, µM (top dose mostly 56.1 µM), for inactives: at the highest dose activity change, negative = inhibition, actives largely listed as inhibitors. 350,000 tested, 0.2% active. recombinant BLM DNA unwinding, fluorescence dequenching. P54132;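 further: plate controls were vehicle for no effect and no enzyme for full effect; nearly all actives have a fitted effect of over 35% in size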
BAZ2B inh = inhibitors of human BAZ2B bromodomain; 360,000 tested, 4.4% active; AlphaScreen BAZ2B-H3K14Ac peptide displacement; AID 504333; Q9UIF8; Potency, µM (titrated, usually from 114 µM), without a hit: top-dose activity change, negative = inhibition, usual class: inhibitors; further: on the % scale 0 is the no-effect control and ±100 the full control effect; nearly all actives have a fitted effect of over 60% in size
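Compounds, titrated to a top concentration of 110 uM, were incubated 30 min at room temperature with preformed BAZ2B/acetyl-K14 H3 peptide complex (50 nM each). Proximity signal was measured by AlphaScreen after 20 min with beads.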
POLK inh = blocks human DNA polymerase kappa activity. purified Pol kappa, fluorescent DNA synthesis assay, 10 min. Potency, µM (doses to about 107 µM), inactives show at the top dose activity, negative = inhibition, actives largely listed as inhibitors. Q9UBT6. 400,000 tested, 0.53% active; further: on the % scale 0 is the no-effect control and ±100 the full control effect
Target sequence (Q9UBT6 whole entry, looked up): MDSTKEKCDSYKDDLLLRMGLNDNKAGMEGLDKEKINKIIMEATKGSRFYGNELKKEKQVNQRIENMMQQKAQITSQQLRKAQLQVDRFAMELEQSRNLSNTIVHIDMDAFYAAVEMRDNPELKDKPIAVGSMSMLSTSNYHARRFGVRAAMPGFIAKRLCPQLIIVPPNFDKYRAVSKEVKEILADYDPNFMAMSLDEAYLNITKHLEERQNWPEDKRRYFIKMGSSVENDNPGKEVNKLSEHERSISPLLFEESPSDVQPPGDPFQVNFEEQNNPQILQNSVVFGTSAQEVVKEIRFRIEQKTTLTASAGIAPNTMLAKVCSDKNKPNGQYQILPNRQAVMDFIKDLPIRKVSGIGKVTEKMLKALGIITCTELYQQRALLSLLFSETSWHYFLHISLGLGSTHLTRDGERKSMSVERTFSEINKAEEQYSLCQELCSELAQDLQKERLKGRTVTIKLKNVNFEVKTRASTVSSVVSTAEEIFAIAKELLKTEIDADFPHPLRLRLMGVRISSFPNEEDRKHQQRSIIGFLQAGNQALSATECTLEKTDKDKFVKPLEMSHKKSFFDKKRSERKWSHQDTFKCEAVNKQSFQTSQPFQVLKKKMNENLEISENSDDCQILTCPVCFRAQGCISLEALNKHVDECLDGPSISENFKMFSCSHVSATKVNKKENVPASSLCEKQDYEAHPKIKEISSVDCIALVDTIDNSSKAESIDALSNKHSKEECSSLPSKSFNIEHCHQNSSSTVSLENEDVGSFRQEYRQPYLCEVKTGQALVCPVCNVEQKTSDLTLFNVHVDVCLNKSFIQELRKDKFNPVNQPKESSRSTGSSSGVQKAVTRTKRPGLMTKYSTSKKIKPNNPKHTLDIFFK
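Enzyme at 10 nM met test compounds for 15 min at room temperature. Substrate addition (50 nM final) began the reaction, which was monitored by fluorescence at 0 and 10 min.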
Pol iota inh = DNA polymerase iota (human) inhibition; Q9UNA4; Pol iota fluorescent replication assay, 10 min; 390,000 tested, 1% active; Potency, µM (doses to about 115 µM), for the others: at the highest dose activity, negative = inhibition, usual class: inhibitors
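Pol iota at 10 nM preincubated 15 min with compounds at room temperature; reaction started with fluorescent substrate, 50 nM final. Fluorescence read kinetically at 0 and 10 min; buffer-only wells as negative control.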
G9a block = inhibitors of human histone lysine methyltransferase G9a; Potency, µM (doses to about 102 µM), inactives show top-dose activity, negative = inhibition, most hits filed as inhibitors; G9a H3K9 monomethylation, AlphaScreen, 2 h; 350,000 tested, 8.8% active; AID 504332; Q96KQ7; further: on the % scale 0 is the no-effect control and ±100 the full control effect; nearly all actives have a fitted effect of over 75% in size
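AlphaScreen detection with an anti-monomethyl H3K9 antibody quantified product after a 2 h room-temperature reaction containing 500 nM biotinylated H3K9 peptide, 20 µM SAM and 20 nM enzyme, which had been preincubated 15 min with compound.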
APEX1 inh = blocks human APE1 abasic DNA cleavage. recombinant APE1, TAMRA/BHQ-2 abasic DNA cleavage fluorescence. Potency, µM (doses to about 65.8 µM), without a hit: top-dose activity change, negative = inhibition, hits mostly inhibitors. 350,000 tested, 0.35% active. AID 2517;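 further: plate controls were vehicle for no effect and reference inhibitor for full effect; nearly all actives have a fitted effect of over 55% in size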
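Compound pre-exposure to 0.75 nM APE1, 15 min at ambient temperature. Reaction initiated with 50 nM TAMRA/BHQ-2 THF substrate, read immediately in kinetic mode, 525 nm excitation, 598 nm emission.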
Pol eta inh = DNA polymerase eta (human) inhibition. 390,000 tested, 1.2% active. Potency, µM (doses to about 114 µM), inactives show at the highest dose activity change, negative = inhibition, actives largely listed as inhibitors. recombinant Pol eta, fluorescent DNA replication assay. Q9Y253; further: on the % scale 0 is the no-effect control and ±100 the full control effect
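Fluorescent replication assay: 50 nM final substrate added after a 15 min room-temperature compound preincubation with 10 nM enzyme. Signal taken at 0 min and again at 10 min.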
JMJD2A Tudor inh = blocks the human JMJD2A Tudor domain | AlphaScreen JMJD2A-Tudor / H3K4me3 peptide binding | Potency, µM (top dose mostly 114 µM), inactives show at the top dose activity change, negative = inhibition, actives largely listed as inhibitors | 390,000 tested, 4.4% active | AID 504339; further: on the % scale 0 is the no-effect control and ±100 the full control effect; nearly all actives have a fitted effect of over 50% in size
POLB inh = inhibitors of human DNA polymerase beta; P06746; Pol beta primer extension/strand displacement, fluorescence kinetic; Potency, µM (highest dose often 114 µM), for the others: top-dose activity change, negative = inhibition, hits mostly inhibitors; 340,000 tested, 1.3% active; further: on the % scale 0 is the no-effect control and ±100 the full control effect
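Values derive from four-parameter Hill fits of normalized kinetic data: reads at 0 and 10 min following addition of 50 nM substrate to 10 nM Pol beta preincubated 15 min with compound.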
* marks the source's active call; other numbers are inactive results; [ ] = dose if it differs, or a comment. The call rests on the fitted dose curve; in most records, active means well fitted curve in the direction sought with a large enough effect; inconclusive means small, poorly fitted or top-dose-only effect, or another doubt; inactive means no such curve, though single readings can be large; an effect the other way counts as inactive or inconclusive. Potency means the concentration at half of the fitted maximal effect. These rows are one share of the data. The share of hits here may be higher or lower than overall.

CC(=O)c1cccc(NC(=O)CSc2nc(=O)n(CCN3CCOCC3)c3c2CCCC3)c1 was read as BAZ2B inh 1%, POLK inh 10%, Pol iota inh 17%, G9a block 2%[0.501 µM], APEX1 inh -14%, Pol eta inh -10% and JMJD2A Tudor inh -20%.
For Cc1ccc(C(=O)NNC(=O)c2ccc(NC(=O)C(C)(C)C)cc2)cc1 the results were BLM helicase inh -1%, BAZ2B inh 3%, POLK inh 3%, Pol iota inh 9%, G9a block 20%, APEX1 inh 8%, Pol eta inh -17%, JMJD2A Tudor inh -3% and POLB inh 18%.
For CCN(CC(=O)Nc1c(F)cccc1F)C(=O)CNC(=O)c1ccco1 the results were BAZ2B inh 9%, POLK inh 6%, Pol iota inh 8%, G9a block 2%, APEX1 inh 3%, Pol eta inh -8% and JMJD2A Tudor inh 6%.
COCCn1c(SCC(=O)Nc2ccccc2)nc2c(oc3ccccc32)c1=O was read as BLM helicase inh -12%, BAZ2B inh -13%, POLK inh -3%, Pol iota inh 8%, G9a block -30%, APEX1 inh inconclusive, Pol eta inh -2%, JMJD2A Tudor inh -8% and POLB inh -11%.
Screening COc1cccc(NC(=O)NCC2CCN(Cc3ccc(F)cc3)CC2)c1 returned BLM helicase inh -1%, BAZ2B inh -10%, POLK inh -2%, Pol iota inh 30%, G9a block 21%, APEX1 inh -8%, Pol eta inh -12%, JMJD2A Tudor inh -16% and POLB inh 17%.
Screening CS(=O)(=O)c1ccc(N)cc1 returned BLM helicase inh 0%, BAZ2B inh 8%, POLK inh -1%, Pol iota inh inconclusive, G9a block 45µM*, APEX1 inh 2%, Pol eta inh -18%, JMJD2A Tudor inh -9% and POLB inh -19%.
For CS(=O)(=O)N(CC(=O)NCC1CCCO1)c1cc(Cl)cc(Cl)c1 (stereo not given) the results were BLM helicase inh -2%, BAZ2B inh 2%, POLK inh -5%, Pol iota inh 27%, G9a block -19%[12.7 µM], APEX1 inh 2%, Pol eta inh -4%, JMJD2A Tudor inh -2% and POLB inh 2%.
For O=c1oc2ccc(Br)cc2cc1S(=O)(=O)c1ccc(F)cc1 the results were BLM helicase inh -4%, BAZ2B inh 1%, POLK inh -14%, Pol iota inh 5%, G9a block -13%, APEX1 inh -3%, Pol eta inh -5%, JMJD2A Tudor inh -11% and POLB inh -29%.
Screening CCN(CC)CCNC(=S)Nc1ccc2nc(N3CCN(C)CC3)cc(C)c2c1 returned BLM helicase inh 54%[activator], BAZ2B inh 1%, POLK inh -9%, Pol iota inh -1%, G9a block 45µM*, APEX1 inh -8%, Pol eta inh -19%, JMJD2A Tudor inh -22% and POLB inh -2%.
N#CCCn1cc(/C=N/NC(N)=S)c(-c2ccccc2)n1 was read as BLM helicase inh -3%, BAZ2B inh -8%, POLK inh 6%, Pol iota inh 3%, G9a block inconclusive, APEX1 inh -4%, Pol eta inh -15%, JMJD2A Tudor inh -18% and POLB inh -3%.

Random excerpt: 2 records from the list, in no set order.
N#CCCn1cc(/C=N/NC(N)=S)c(-c2ccccc2)n1 was read as BLM helicase inh -3%, BAZ2B inh -8%, POLK inh 6%, Pol iota inh 3%, G9a block inconclusive, APEX1 inh -4%, Pol eta inh -15%, JMJD2A Tudor inh -18% and POLB inh -3%.
For O=c1oc2ccc(Br)cc2cc1S(=O)(=O)c1ccc(F)cc1 the results were BLM helicase inh -4%, BAZ2B inh 1%, POLK inh -14%, Pol iota inh 5%, G9a block -13%, APEX1 inh -3%, Pol eta inh -5%, JMJD2A Tudor inh -11% and POLB inh -29%.

(more compounds)
For Cc1cccn2c(=O)c(C(=O)NC3CC(C)CC(C)(C)C3)c(O)nc12 (stereo not given) the results were BAZ2B inh 6%, POLK inh 5%, Pol iota inh 55%[activator], G9a block 12%[2.33 µM], APEX1 inh 23%, Pol eta inh -16% and JMJD2A Tudor inh 4%.
Screening CCOC(=O)c1ccc(NC(=O)N2CCN(Cc3cccc(F)c3)CC2)cc1 returned BLM helicase inh -4%, BAZ2B inh 12%, POLK inh 4%, Pol iota inh 16%, G9a block -11%[12.7 µM], APEX1 inh -2%, Pol eta inh -9%, JMJD2A Tudor inh -9% and POLB inh 0%.
`COc1ccc(CCNC(=O)C2CCC(=O)N2CCc2ccccc2)cc1OC` (stereo not given) gave BLM helicase inh -1%, BAZ2B inh 0%, POLK inh 7%, Pol iota inh 10%, G9a block 8%, APEX1 inh 3%, Pol eta inh 5%, JMJD2A Tudor inh 0% and POLB inh -2%.
For CCOC(=O)c1c(C)oc2ncnc(Nc3cc(Cl)ccc3OC)c12 the results were BLM helicase inh -4%, BAZ2B inh 13%[57.1 µM], POLK inh 1%, Pol iota inh 8%, G9a block 1%[59 µM], Pol eta inh -26%, JMJD2A Tudor inh -6% and POLB inh 18%.
Screening O=C(NNc1nc(-c2ccc(Cl)cc2)cs1)c1ccco1 returned BLM helicase inh 8%, BAZ2B inh inconclusive, POLK inh -7%, Pol iota inh 15%, G9a block inconclusive, APEX1 inh -8%, Pol eta inh -8%, JMJD2A Tudor inh -35% and POLB inh 29%.
For COc1ccc(CCN2C(=O)/C(=C\c3ccco3)SC2=S)cc1OC the results were BLM helicase inh -27%, BAZ2B inh 8.9µM*, POLK inh -7%, Pol iota inh inconclusive, G9a block 45µM*, APEX1 inh 18%, Pol eta inh -19%, JMJD2A Tudor inh -30% and POLB inh 28µM*.
O=C(O)C1C(c2ccccc2)C(C(=O)OCCCO)C1c1ccccc1 (stereo not given) was read as BLM helicase inh -1%, BAZ2B inh -7%, POLK inh 0%, Pol iota inh 6%, G9a block -3%[59 µM], APEX1 inh 4%, Pol eta inh -2%, JMJD2A Tudor inh -24% and POLB inh 5%.
`CCCNC(=O)C(Cc1ccccc1)NC(=O)c1cccc([N+](=O)[O-])c1` (stereo not given) gave BAZ2B inh 2%, POLK inh 9%, Pol iota inh 17%, G9a block -10%[0.501 µM], APEX1 inh -23%, Pol eta inh -7% and JMJD2A Tudor inh -16%.
`O=C(NCc1cccs1)c1cnc2ccccn2c1=O` gave BLM helicase inh 4%, BAZ2B inh 4%, POLK inh 0%, Pol iota inh 18%, G9a block -43%, APEX1 inh 12%, Pol eta inh -6%, JMJD2A Tudor inh -4% and POLB inh 29%.
`COc1cc(CC(=O)OCC(=O)N2CC(=O)Nc3ccccc32)cc(OC)c1OC` gave BLM helicase inh 1%, BAZ2B inh -6%, POLK inh -9%, Pol iota inh 60%[activator], G9a block 4%, APEX1 inh -4%, Pol eta inh -18%, JMJD2A Tudor inh -8% and POLB inh 8%.
Screening CCCn1ncc(CN2CCC(N3CCC(C(=O)N4CCOCC4)CC3)CC2)c1C returned BLM helicase inh 2%, BAZ2B inh -13%, POLK inh -17%, Pol iota inh 157%[activator], G9a block -35%, APEX1 inh -4%, Pol eta inh 5%, JMJD2A Tudor inh 5% and POLB inh -2%.
`CCOC(=O)c1ccc(NC(=O)N2CCN(Cc3ccccc3)CC2)cc1` gave BLM helicase inh -4%, BAZ2B inh 11%, POLK inh -14%, Pol iota inh 4%, G9a block 12%, APEX1 inh 2%, Pol eta inh -4%, JMJD2A Tudor inh -12% and POLB inh 0%.
Screening Clc1ccc(Nc2nc(-c3ccccc3)c3cc(Cl)ccc3n2)cc1 returned BLM helicase inh -8%, BAZ2B inh 11%, POLK inh -5%, Pol iota inh -13%, G9a block 42%[activator][59 µM], Pol eta inh -5%, JMJD2A Tudor inh 33% and POLB inh 30%.
For COc1cc(C2CC(=O)N(c3ccc(C)cc3)C(=O)C2)cc(OC)c1OC the results were BLM helicase inh 0%, BAZ2B inh -15%, POLK inh -10%, Pol iota inh 45%[activator], APEX1 inh 14%, Pol eta inh -25%, JMJD2A Tudor inh -4% and POLB inh 14%.
O=C1COc2ccc(S(=O)(=O)Nc3ccc4c(c3)OCO4)cc2N1 was read as BLM helicase inh -5%, BAZ2B inh -18%, POLK inh 9%, Pol iota inh 16%, G9a block inconclusive, APEX1 inh -5%, Pol eta inh -13%, JMJD2A Tudor inh -11% and POLB inh 7%.
Screening Cc1nnc(NC(=O)CSc2nc3c([nH]c4ccccc43)c(=O)n2-c2cccc(Cl)c2)s1 returned BLM helicase inh -1%, BAZ2B inh 1%, POLK inh 1%[60.1 µM], Pol iota inh -23%, G9a block 7%[59 µM], Pol eta inh -7%, JMJD2A Tudor inh 5% and POLB inh 3%.
COc1ccc(-c2nn3c(-c4ccco4)nnc3s2)cc1OC was read as BLM helicase inh 3%, BAZ2B inh 3%, POLK inh -7%, Pol iota inh 16%, G9a block 7%[12.7 µM], APEX1 inh 11%, Pol eta inh inconclusive, JMJD2A Tudor inh -5%[11.4 µM] and POLB inh 11%.
For COCc1cc(C)nc(SCc2ccc(F)cc2)c1C#N the results were BLM helicase inh -6%, BAZ2B inh 176%[activator], POLK inh -6%, Pol iota inh 115%[activator], G9a block 324%, APEX1 inh 52%[activator], Pol eta inh -11%, JMJD2A Tudor inh 190%[activator] and POLB inh 1%.
CCOC(=O)C(C(=O)OCC)C(Nc1ccccc1)c1ccccc1 (stereo not given) was read as BLM helicase inh -1%, BAZ2B inh 2%, POLK inh -13%, Pol iota inh 25%, G9a block 3%[59 µM], APEX1 inh -4%, Pol eta inh -14%, JMJD2A Tudor inh -18% and POLB inh 3%.
O=C(COC(=O)c1ccc(F)c(S(=O)(=O)N2CCOCC2)c1)NCc1ccc(F)cc1 was read as POLK inh -8%, Pol iota inh 98%[activator], APEX1 inh 54%, Pol eta inh 3% and JMJD2A Tudor inh 3%.
`Cc1nonc1CC(=O)NC1CCCc2c1cnn2-c1ccc(F)cc1F` (stereo not given) gave BLM helicase inh -3%, BAZ2B inh 3%, POLK inh 5%, Pol iota inh 29%, G9a block 5%, APEX1 inh -6%, Pol eta inh -19%, JMJD2A Tudor inh -1% and POLB inh 3%.
CCOc1ccccc1NC(=O)C1COc2ccccc2O1 (stereo not given) was read as BLM helicase inh -8%, BAZ2B inh 29%, POLK inh -6%, Pol iota inh -17%, G9a block 74%[activator][59 µM], APEX1 inh 34%, Pol eta inh -5%, JMJD2A Tudor inh 53%[activator] and POLB inh -15%.
Screening CCCNS(=O)(=O)c1ccc(CCC(=O)N2CCN(CC)CC2)cc1 returned BLM helicase inh -5%, BAZ2B inh 12%, POLK inh -6%, Pol iota inh -8%, G9a block inconclusive, APEX1 inh 1%, Pol eta inh -9%, JMJD2A Tudor inh -12% and POLB inh 5%.

From PubChem BioAssay
